From PubChem
OX1R antag-1: blocks the human orexin 1 receptor; OX1R-expressing cells, FRET antagonist read-out; inhibition, % at 6.6 µM; actives 1.8% (n = 330,000); AID 485270; O43613; in the data active means inhibition mostly above about 38%, no sharp cut-off; inactive means mostly below about 40%;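 further: 0% = agonist challenge alone and 100% = reference antagonist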
Target sequence (O43613 whole entry, looked up): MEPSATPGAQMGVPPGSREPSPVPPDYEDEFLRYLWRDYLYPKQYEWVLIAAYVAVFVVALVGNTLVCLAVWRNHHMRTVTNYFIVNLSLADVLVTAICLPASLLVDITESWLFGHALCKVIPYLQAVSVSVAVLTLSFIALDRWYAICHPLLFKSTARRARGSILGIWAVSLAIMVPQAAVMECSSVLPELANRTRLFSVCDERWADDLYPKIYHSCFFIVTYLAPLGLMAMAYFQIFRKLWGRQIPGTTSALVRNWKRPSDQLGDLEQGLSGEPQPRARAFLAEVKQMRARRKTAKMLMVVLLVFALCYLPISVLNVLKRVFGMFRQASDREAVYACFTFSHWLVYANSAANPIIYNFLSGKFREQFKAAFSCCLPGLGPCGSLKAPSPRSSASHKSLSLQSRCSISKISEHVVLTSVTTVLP
OX1R antag-2: antagonists of human orexin 1 receptor; actives 0.43% (n = 330,000); CHO/OX1R cells, Fluo-8 calcium fluorescence, orexin A; AID 434989; O43613; inhibition, % at 5 µM;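 active means inhibition above its plate's threshold, mean inhibition of all tested compounds on the plate plus 3 SD, cut at about 37% in these data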;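 further: 0% = orexin A challenge wells and 100% = SB-334867-A antagonist wells; not every result past the cut was called active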
CHT allo act: human CHT allosteric activation | CHT-expressing cells, membrane potential dye, choline EC20; active compounds read high; LV-AA mutant CHT in HEK293 cells | B-score at 10 µM | Q9GZV3 | AID 488977 | actives 0.49% (n = 310,000);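 active means initial fluorescence not abnormally high and integrated response B-score, plate-corrected, over 3 SD above library mean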
Target sequence (Q9GZV3 whole entry, looked up): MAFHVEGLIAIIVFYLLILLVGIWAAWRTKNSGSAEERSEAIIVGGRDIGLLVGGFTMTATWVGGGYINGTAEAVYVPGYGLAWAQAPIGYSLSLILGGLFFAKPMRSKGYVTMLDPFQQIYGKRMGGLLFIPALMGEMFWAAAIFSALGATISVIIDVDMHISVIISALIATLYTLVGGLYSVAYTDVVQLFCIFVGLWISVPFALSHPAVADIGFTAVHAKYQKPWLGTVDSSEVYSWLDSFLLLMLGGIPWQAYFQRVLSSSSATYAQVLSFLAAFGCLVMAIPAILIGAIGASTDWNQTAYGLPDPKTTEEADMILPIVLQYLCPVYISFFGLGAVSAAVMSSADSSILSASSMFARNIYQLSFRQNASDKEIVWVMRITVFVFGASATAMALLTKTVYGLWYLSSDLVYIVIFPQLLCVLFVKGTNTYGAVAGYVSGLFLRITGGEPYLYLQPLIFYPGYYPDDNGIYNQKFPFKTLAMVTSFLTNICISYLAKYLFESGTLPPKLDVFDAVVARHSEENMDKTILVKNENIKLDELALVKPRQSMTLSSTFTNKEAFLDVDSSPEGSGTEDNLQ
* = called active by the depositor; i = inactive; / = not tested or not shown.

Sequence of screens: CHT allo act | OX1R antag-1 | OX1R antag-2
> Cc1cc(C(=O)NC2CC(C)(C)Cc3c2cnn3-c2ccccc2)n[nH]1 (centres undefined)
  i | 3 | -21
> COc1ccc(-n2c(-c3ccc(F)cc3)cnc2SCC(=O)NCc2ccco2)cc1
  i | 6 | -21
> COC(=O)c1c(NC(=S)Nc2ccc(C(=O)N3CCOCC3)cc2)sc2c1CCC2
  i | 10 | -20
> CC(=O)c1ccc(OCCN2CCOCC2)cc1
  i | 5 | -12
> COc1ccccc1N1CCN(C(=O)c2cc(N3C(=O)C4C5CCC(C5)C4C3=O)ccc2Cl)CC1 (centres undefined)
  i | 9 | -37
> CCn1c(-c2ccc(C)cc2)nn(CC(=O)NCCc2ccccc2)c1=S
  i | 30 | -14
> O=C(NCC1CCCN1S(=O)(=O)c1ccccc1)C(=O)NC1CC1 (centres undefined)
  i | 6 | -14
> COc1ccccc1CNS(=O)(=O)c1ccc(-c2cnc(C3CC3)o2)cc1
  i | 45 | 21
> COc1ccc(NC2CCCN(C(=O)CSc3ccccc3)C2)cc1 (centres undefined)
  i | 12 | -32
> COC(=O)CSc1nc2c(cnn2-c2ccc(F)cc2)c(=O)[nH]1
  i | 7 | -28

The last 6 records of the section before come first, to join the parts.
Sequence of screens: CHT allo act | OX1R antag-1 | OX1R antag-2
> COc1ccccc1N1CCN(C(=O)c2cc(N3C(=O)C4C5CCC(C5)C4C3=O)ccc2Cl)CC1 (centres undefined)
  i | 9 | -37
> CCn1c(-c2ccc(C)cc2)nn(CC(=O)NCCc2ccccc2)c1=S
  i | 30 | -14
> O=C(NCC1CCCN1S(=O)(=O)c1ccccc1)C(=O)NC1CC1 (centres undefined)
  i | 6 | -14
> COc1ccccc1CNS(=O)(=O)c1ccc(-c2cnc(C3CC3)o2)cc1
  i | 45 | 21
> COc1ccc(NC2CCCN(C(=O)CSc3ccccc3)C2)cc1 (centres undefined)
  i | 12 | -32
> COC(=O)CSc1nc2c(cnn2-c2ccc(F)cc2)c(=O)[nH]1
  i | 7 | -28
> Cn1c(=O)oc2cc(S(=O)(=O)NCCc3ccccc3)ccc21
  i | 9 | -10
> O=C(C[n+]1ccccc1)N/N=C/c1ccccc1Cl
  / | -1 | 4
> COc1cccc(CC2(CO)CCCN(Cc3ccc(OC(F)F)cc3)C2)c1 (centres undefined)
  i | 13 | -23
> O=C(Nn1cnc2ccccc2c1=O)c1ccccc1
  i | 14 | -14
> CCn1c(SCC(=O)Nc2nnc(C)s2)nnc1C(C)NC(=O)c1ccccc1 (centres undefined)
  i | 22 | -18
> COc1ccc(-c2nnc(NC(=O)c3ccc(S(=O)(=O)N4CCCc5ccccc54)cc3)o2)cc1
  i | 16 | 2
> CSCc1cc(N2CCCC2)nc(-c2ccccc2)n1
  i | 14 | -8
> O=C(Nc1ccc(NC(=O)C2CC2)nc1)c1cccnc1
  i | 13 | -7
> CC(=O)Nc1ccc(OCC(O)CNC2CCCC2)cc1 (centres undefined)
  i | 0 | -9
> COc1ccc(-c2n[nH]c(=S)n2-c2ccccc2C)cc1OC
  i | 7 | -5
> COc1ccc(N2CCN(C(=O)c3ccc(CNS(=O)(=O)c4ccc(C)cc4)cc3)CC2)cc1
  i | 8 | -18
> Cc1ccc(C)c(OCCC(=O)OCC(=O)Nc2cccnc2Cl)c1
  i | 3 | 2
> COc1ccc(NC(=O)c2ccc(OCC3CCCO3)cc2)cc1OC (centres undefined)
  / | 8 | -12
> C[C@@H]1CCC(=O)N(CC[C@H](Oc2ccccc2)c2ccccc2)CC1
  i | 26 | -25
> CCCn1nnnc1NCc1cccc(OC)c1OCC
  i | 8 | -6
> O=C(O)/C=C/C(=O)N1N=C(c2ccco2)CC1c1ccco1 (centres undefined)
  i | 6 | -19
> Cc1cccc2sc(N(CCCN(C)C)C(=O)c3ccc(S(=O)(=O)N4CCc5ccccc5C4)cc3)nc12
  i | 16 | -13
> CCn1ccnc1CN1CCCC(CO)(Cc2cccc(OC)c2)C1 (centres undefined)
  i | 14 | -22
> NC(=O)OCC(O)COc1ccc(Cl)cc1 (centres undefined)
  i | 21 | 10
> CCOc1ccc(NCc2cccn2-c2nnc(N3CCC(C(=O)NCCCN4CCCCC4C)CC3)s2)cc1 (centres undefined)
  i | 13 | -34
> COC(=O)c1ccc(NC(=O)CN2CCOCC2)cc1
  i | 2 | -5
> CCOc1ccccc1N(CC(=O)NC1CCCCC1)C(=O)CCC(=O)Nc1nccs1
  i | 21 | -42
> O=S(=O)(c1ccc(Cl)cc1)N1CCN(c2ncccn2)CC1
  i | 18 | -21
> COC(=O)CSc1nc(NCC(C)C)nc(N2CCOCC2)n1
  i | 5 | -5
> Cc1ccc(-c2csc(N(CCCN3CCOCC3)C(=O)c3ccco3)n2)cc1
  i | 15 | -22
> O=C(CCC(=O)OCC(=O)c1cccc([N+](=O)[O-])c1)Nc1cccc(Cl)c1Cl
  i | 32 | -19
> CC(=O)Nc1cccc(-c2cn3ccccc3n2)c1
  i | 12 | -18
> Cc1cc(O)ccc1N1C(=O)c2cccc3cc([N+](=O)[O-])cc(c23)C1=O
  i | 59 | -26
> CCN(CC(=O)N1CCCC1)S(=O)(=O)c1cc(C)ccc1OC
  i | 11 | 6
> COc1ccc(CCn2c(C3CCCCC3)nc3c(c(=O)c4ccccc4n3C)c2=O)cc1
  i | 3 | 16
> Clc1ccc(-n2nnc(-c3ncc[nH]3)n2)cc1Cl
  i | 30 | -3
> CC(C)(C)NC(=O)NC(=O)CSc1nncs1
  i | 6 | -13
> CCCn1c(Nc2nc3ccccc3n2C)nc2ccccc21
  i | 8 | -38
> COc1ccc(-c2csc(-n3ncc(-c4cccs4)c3N)n2)cc1
  i | 2 | -19
> CC(=O)c1sc(NC(=O)C2CCCN2S(=O)(=O)c2ccccc2F)nc1C (centres undefined)
  / | 37* | 37
> O=C(CN1CCOCC1)Nc1ccc(NC(=O)c2ccccc2F)cc1
  i | 22 | -9
> O=C(CSCc1ccccc1Br)NNC(=S)NCc1ccco1
  i | 19 | -2
> Cc1ccsc1/C=N/NC(=O)CSCc1ccc(Cl)cc1
  i | 45 | -2
> O=C(CSc1nnc(-c2ccncc2)o1)Nc1ccccc1C(F)(F)F
  i | 5 | -14
> Cc1[nH]nc(-c2ccc(OCc3cnn(-c4ccccc4)c3)cc2O)c1Oc1ccc(Cl)cc1
  i | 5 | -8
> Cc1cc(Cl)c(S(=O)(=O)N2CC(C)OC(C)C2)cc1OCC(N)=O (centres undefined)
  i | 19 | -14
> O=C(O)CCCC(=O)Nc1ccccc1C(=O)N1CCCC1
  i | 16 | -2
> Cn1nnnc1SCCNCc1ccncc1
  i | 6 | -6
> COc1ccccc1Oc1ccc(-c2cnc3ccccc3n2)cc1[N+](=O)[O-]
  i | 27 | 15
> O=C1NC(=O)N(Cc2ccccc2F)C1=O
  i | 0 | -6
> CC(C)(C)OC(=O)N1CCC[C@H]1C(=O)OCC(=O)Nc1cc(S(C)(=O)=O)ccc1Cl
  / | 15 | -9
> CC1CC(C(F)(F)F)n2ncnc2N1 (centres undefined)
  i | 23 | -13
> COc1ccc(Cl)cc1NC(=O)c1noc(C)c1[N+](=O)[O-]
  i | 20 | -6
> Cc1cc(N2CCOCC2)n2nc(C)c(-c3ccccc3)c2n1
  i | 22 | -30
> CN(C)C(=O)CCc1ccc2c3c([nH]c2c1)[C@]1(CCc2ccccc2)[C@@H](C(=O)N2CCCCC2)C[C@H](CC(=O)NC(C)(C)C)C(=O)N1CC3
  / | 5 | -33

(next part)
Sequence of screens: CHT allo act | OX1R antag-1 | OX1R antag-2
> O=C(OCc1nc2ccccc2[n+]([O-])c1C(=O)c1ccccc1)c1ccco1
  i | 27 | -35
> CCCOC(=O)Nc1cc(OC)ccc1[N+](=O)[O-]
  i | 20 | -9
> Cc1ccc(NC(=O)C2CCN(S(=O)(=O)c3c(C)n[nH]c3C)CC2)nc1
  i | -1 | -2
> CN(Cc1ccc(F)cc1)C(=O)c1ccc2c(c1)NC(=O)CS2
  i | 16 | -21
> CC(C)[C@H](NS(=O)(=O)c1ccccc1)C(=O)OCC(=O)NC(=O)NC1CCCCC1
  / | 6 | -15
> C=CCn1c(SCC(=O)Nc2ccc(N3CCOCC3)cc2)nnc1-c1ccncc1
  i | 9 | -5
> O=c1[nH]c2cc3c(cc2cc1CN(CC1CCCO1)S(=O)(=O)c1ccccc1)OCCO3 (centres undefined)
  i | 8 | -35
> CCOC(=O)C1C(=O)NC(N2CCCCC2)=NC1c1ccccc1 (centres undefined)
  i | 6 | -4
> O=C(NCC(=O)N1CCCC1)c1ccc(Cl)cc1
  i | 3 | -7
> Cc1c(NC(=O)CN2C(=O)C(=O)c3ccccc32)c(=O)n(-c2ccccc2)n1C
  i | 80* | -16
> O=C(CSc1ccc(-c2ccccn2)nn1)N1CCCc2ccccc21
  i | 9 | -14
> Cc1ccsc1C1Nc2ccc3ncccc3c2C2=C1C(=O)CCC2 (centres undefined)
  i | 17 | -36
> O=C(COC(=O)CSc1ccc(F)cc1)NCCCc1ccccc1
  i | 4 | 8
> Cc1ccc(-c2nc(NC(=O)c3ccc(S(=O)(=O)N(CCC#N)CCC#N)cc3)sc2-c2ccccc2)cc1
  i | 12 | -19
> CC1CCC(=C(C#N)C(=O)Nc2cccc(Cl)c2)CC1 (centres undefined)
  i | 5 | -8
> C=CCNS(=O)(=O)CC12CCC(CC1=O)C2(C)C (centres undefined)
  i | -2 | -24
> CCCn1c(C2CCCN2c2nc(-c3cccc(Br)c3)cs2)nc2cc(Cl)c(Cl)cc21 (centres undefined)
  i | 26 | -21
> CN1CCN(c2ccc(Cl)cc2NC(=O)C2COc3ccccc3O2)CC1 (centres undefined)
  i | -6 | -32
> O=C(Nc1c[nH]c(=O)[nH]c1=O)c1ccccc1Br
  i | -11 | -4
> COc1nccnc1NS(=O)(=O)c1ccc(NC(=S)NC(=O)c2ccc(F)cc2)cc1
  i | 14 | -11
> CCOC(=O)Cn1cnc2c(cnn2-c2ccc(OC)cc2)c1=O
  i | 6 | -8
> CNC1=CC(=O)CC(c2ccccc2)C1 (centres undefined)
  i | 15 | -15
> CC(C)(C)C(=O)Nc1ccnn1C1CCN(C(=O)c2cccc(Cl)c2)CC1
  i | 15 | -15
> COc1cccc(OC)c1NC(=O)C1CCCN1C(=O)NCc1ccccc1 (centres undefined)
  i | 14 | -28
> Cc1ccc(S(=O)(=O)N2CCOCC2)cc1NC(=O)CSc1ccc(Cl)cc1
  i | 18 | -24
> COc1ccccc1N1CCN(S(=O)(=O)CCNC(=O)c2cc(OC)c(OC)c(OC)c2)CC1
  i | -4 | -46
> O=C(C[C@H]1C(=O)N(c2ccc(F)c(F)c2)C[C@@H]1Cc1ccccc1)Nc1ccccc1
  i | 13 | -20
> CCN(c1ccccc1)S(=O)(=O)c1ccc(C(=O)NCC(c2cccs2)N(C)C)cc1 (centres undefined)
  i | 7 | -13
> O=C(Nc1ccc(F)cc1)C1=CC(=O)N2CCN=C2S1
  i | 27 | -10
> O=C(COC(=O)Cc1ccccc1F)Nc1ccccc1[N+](=O)[O-]
  / | 14 | -2
> CC(=O)c1cccc(OCc2cc(C(=O)N3C[C@@H](C)O[C@@H](C)C3)no2)c1
  i | 3 | -12
> COc1ccc(-c2oc3ncnc(NCCN4CCOCC4)c3c2-c2ccc(OC)cc2)cc1
  i | 17 | -34
> COC(=O)[C@]1(C)N[C@H](CN(C)C(=O)c2ccc(C)cc2)[C@@H]2C(=O)N(C)C(=O)[C@@H]21
  / | 14 | 27
> O=C(OCC(=O)N1CCC(Cc2ccccc2)CC1)c1ccccc1
  i | 2 | -5
> O=C(NC(=S)Nc1ccc(Br)cn1)c1cccs1
  i | 22 | -18
> CCc1ccc2c(c1)cc(CN(C(=S)Nc1ccccc1)C1CC1)c1nnnn12
  i | 10 | -21
> Cc1noc(C)c1C(=O)NCCc1ccccc1
  i | 14 | 15
> Cc1ccc(S(=O)(=O)CC2CSc3nc(N)cc(=O)n32)cc1 (centres undefined)
  i | -3 | -17
> Clc1cccc(/C=N/N2CCN(Cc3ccccc3)CC2)c1
  i | 9 | -2
> Cc1cc(NC(=O)CSc2nc3c(cnn3-c3cccc(Cl)c3)c(=O)[nH]2)no1
  / | 1 | -10
> COC(=O)Cc1ccc(NC(=S)NNC(=O)c2ccccc2Br)cc1
  i | 9 | -19
> Cc1ccc(S(=O)(=O)N2CC(C)N(C(=O)N3CCOCC3)C2)cc1 (centres undefined)
  i | 23 | -16
> NC(=O)c1nc[nH]c1C(=O)Nc1cccc(NC(=O)c2cccc(C(F)(F)F)c2)c1
  / | 8 | 6
> Cc1cccc(C)c1OCC(=O)Nn1c(=O)[nH]c2ccccc2c1=O
  i | 5 | -36
> O=C(COc1coc(CN2CCc3ccccc32)cc1=O)NCCc1ccccc1
  i | 22 | -14
> O=C(NC1CCCCC1)C12CC3CC(CC(Cl)(C3)C1)C2
  i | 15 | -23
> COc1ccc(/C=C(\NC(=O)c2ccc(C)cc2)C(=O)N2CCCCC2)cc1
  i | 6 | -10
> Cc1occc1-c1nnc(SCC(=O)Nc2ccccc2-c2ccccc2)n1C
  i | 38 | -20

Rows were taken by chance; overall some 2.5% were active at least once.
